# Screening results from PubChem BioAssay.
# NCI-60 one-dose screen, 48 h, at 10 µM unless noted. Numbers give growth in % (100 = growth as untreated, 0 = no growth, -100 = all killed).
# MDA-MB-435: MDA-MB-435 melanoma | 82,000 compounds, 7.8% hits
# HOP-92: HOP-92 NSCLC cells | AID 1794738 | 71,000 compounds, 6.3% hits
# A549/ATCC: A549/ATCC NSCLC; 81,000 compounds, 3.7% hits
# RPMI-8226: RPMI-8226 leukemia cells; 77,000 compounds, 7.5% hits; AID 1794781
# EKVX: EKVX NSCLC | 71,000 compounds, 3% hits | AID 1794765
# HOP-62: HOP-62 NSCLC. 80,000 compounds, 3.9% hits. AID 1794735
# CCRF-CEM: CCRF-CEM leukemia. 77,000 compounds, 7% hits. AID 1794778
# M14: M14 melanoma; 80,000 compounds, 6.2% hits; AID 1794745
# * hit, by the source's call. The calls were made as follows: active = growth percent below 10; inactive = the rest.
SMILES,MDA-MB-435,HOP-92,A549/ATCC,RPMI-8226,EKVX,HOP-62,CCRF-CEM,M14
COc1cc([C@@H]2c3c(c4ccccc4[nH]c3=O)C(=O)N3CCC[C@@H]23)cc(OC)c1O,103,108,102,108,102,103,112,105
CC(=O)N=Cc1ccccc1O,116,25,61,62,103,99,84,113
O=C1N(Cc2cccc(C(F)(F)F)c2)c2ccccc2S(=O)(=O)N1c1cccnc1Cl,110,95,102,79,98,102,97,104
CN1CCN(C(=O)Oc2cc3c(c4ccccc24)[C@H](CCl)CN3C(=O)c2cc3cc(OCCCN4CCC4)ccc3[nH]2)[C@@H]2CSSC[C@H]21,-36*,-10*,-2.8*,-24*,-51*,-40*,-28*,-75*
COc1ccc(-n2c(SCc3cn(-c4ccccc4)nn3)nc3ccccc3c2=O)cc1,103,90,83,95,91,86,97,99

# Single records, as listed above. Screens in order: MDA-MB-435, HOP-92, A549/ATCC, RPMI-8226, EKVX, HOP-62, CCRF-CEM, M14
# COc1cc([C@@H]2c3c(c4ccccc4[nH]c3=O)C(=O)N3CCC[C@@H]23)cc(OC)c1O reads 103, 108, 102, 108, 102, 103, 112, 105
# CC(=O)N=Cc1ccccc1O reads 116, 25, 61, 62, 103, 99, 84, 113
